MEKK3 PB1 HTS: modulators (inhibitors or enhancers) of MEK5 binding to human MEKK3 PB1 domain; bead-based flow cytometry, Alexa488-MEK5 binding to MEKK3; actives lie on both sides; 0 = blocked by unlabeled MEK5, 100 = vehicle; 290,000 compounds, 1.4% hits; binding response (% of control), % at 10 µM; AID 1529;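 active means binding response more than 3 SD above or below the average of its plate-row segment, actives on both sides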;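 further: Alexa488 bead fluorescence after subtracting the streptavidin-only scavenger bead signal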
GalR3 antagonist: antagonists of human GalR3; O60755; HEK293 GalR3-CNG cAMP membrane potential fluorescence; galR3 body fused to GalR1 C-terminus; inhibition, % at 3 µM; 360,000 compounds, 0.44% hits; AID 651719;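 active means inhibition above the screen-wide average plus 3 SD, cut at about 13% in these data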;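 further: forskolin and galanin both at EC90 stimulate the cells; cAMP rise reported by CNG channel membrane potential dye signal; 0% = forskolin plus galanin with DMSO and 100% = forskolin alone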
Target sequence (O60755 1-299 limits assumed): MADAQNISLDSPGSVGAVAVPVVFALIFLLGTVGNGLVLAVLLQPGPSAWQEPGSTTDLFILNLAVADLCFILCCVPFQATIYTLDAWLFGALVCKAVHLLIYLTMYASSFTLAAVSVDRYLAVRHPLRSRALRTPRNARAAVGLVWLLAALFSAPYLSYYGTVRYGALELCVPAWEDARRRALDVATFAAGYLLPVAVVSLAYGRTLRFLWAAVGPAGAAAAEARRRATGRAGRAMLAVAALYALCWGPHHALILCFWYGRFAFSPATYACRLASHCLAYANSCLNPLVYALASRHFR
CRFBP-R2 block: antagonists of CRF-binding protein/CRF-R2 receptor complex. HEK293 CRF-R2/CRF-BP, CRF-induced calcium fluorescence. inhibition, % at 11.8 µM. 350,000 compounds, 0.59% hits;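 active means inhibition of the ligand-induced calcium signal above about 50% at the single tested concentration, limit read from the data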
pCIP destab: lowers stability of the mouse p/CIP coactivator protein; AID 1984; Q05BA5; 290,000 compounds, 0.01% hits; F442A p/CIP-EGFP cells, EGFP fluorescence, 16 h; decrease of EGFP signal, % at 10 µM;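 active means EGFP signal decrease of at least 30% at 10 µM or well 3 SD below plate mean, unless failing retest; inactive means the rest, including hits failing retest or dose response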; further: some compounds called inactive have numbers as strong as hits; many of its hits are not listed in these tables
CRFR2-BP ag: agonists of human CRF-binding protein/CRF-R2 receptor complex. HEK293 CRF-R2/CRF-BP, calcium dye fluorescence (FLIPR); percent of saturating CRF peptide response. activation, % at 13.2 µM. AID 588473. 350,000 compounds, 0.46% hits;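 active means activation of at least 50%, plus an integration ratio under a set limit after plate pattern correction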;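 further: plate controls were neutral control wells without compound for no effect and CRF at EC100 for full effect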
CHRM4 PAM: positive allosteric modulators of human muscarinic M4 receptor. 360,000 compounds, 0.4% hits. CHO-K1 hM4/Gqi5, Fluo-8 calcium fluorescence, ACh EC20; 0% = ACh EC20, 100% = maximal ACh. activation, % at 3 µM. AID 624126. P08173;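 active means activation above its plate's cutoff, the mean activation of sample wells plus 3 SD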; further: some results filed as inactive read as strong as hits
Target sequence (P08173 whole entry, looked up): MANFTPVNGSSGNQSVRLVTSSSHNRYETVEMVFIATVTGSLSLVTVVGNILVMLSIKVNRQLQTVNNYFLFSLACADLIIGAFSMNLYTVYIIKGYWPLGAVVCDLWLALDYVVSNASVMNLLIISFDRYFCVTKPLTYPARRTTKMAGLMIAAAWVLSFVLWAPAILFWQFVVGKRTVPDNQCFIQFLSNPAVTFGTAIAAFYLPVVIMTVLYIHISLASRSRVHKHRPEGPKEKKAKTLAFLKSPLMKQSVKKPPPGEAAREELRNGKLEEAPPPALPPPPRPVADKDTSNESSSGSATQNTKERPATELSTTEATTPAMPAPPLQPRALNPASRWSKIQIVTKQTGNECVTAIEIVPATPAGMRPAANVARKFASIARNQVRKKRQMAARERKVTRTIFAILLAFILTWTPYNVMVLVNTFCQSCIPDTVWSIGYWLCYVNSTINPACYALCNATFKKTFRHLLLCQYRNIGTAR
IDE cell inh: inhibits human insulin-degrading enzyme in HEK cells | P14735 | FAbetaB cleavage, fluorescence polarization | inhibition, % at 5.59 µM | 320,000 compounds, 0.41% hits;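 active means percent inhibition above the average of all tested compounds plus 3 SD, set per screening campaign, cut at about 16% in these data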;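 further: IDE supplied by intact live HEK cells; FP after avidin binding of uncleaved biotin substrate so inhibition keeps polarization high; 0% = DMSO wells and 100% = 60 µM reference IDE inhibitor Ii1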
IDE cell activ: activators of human insulin-degrading enzyme in cells | HEK cells, FAbeta-B cleavage, fluorescence polarization; 0% vehicle, 100% cell-free pure enzyme wells | activation, % at 5.96 µM | 340,000 compounds, 0.073% hits;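 active means activation above the mean of all tested compounds plus 3 SD, set per screening campaign, cut at about 17% in these data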
PHOSPHO1 inh: inhibitors of human PHOSPHO1 phosphatase; AID 1565; Q8TCT1; inhibition, % at 13.3 µM; recombinant PHOSPHO1, absorbance phosphatase assay; 290,000 compounds, 1.1% hits; in the data active means inhibition above about 60%
Target sequence (Q8TCT1 whole entry, looked up): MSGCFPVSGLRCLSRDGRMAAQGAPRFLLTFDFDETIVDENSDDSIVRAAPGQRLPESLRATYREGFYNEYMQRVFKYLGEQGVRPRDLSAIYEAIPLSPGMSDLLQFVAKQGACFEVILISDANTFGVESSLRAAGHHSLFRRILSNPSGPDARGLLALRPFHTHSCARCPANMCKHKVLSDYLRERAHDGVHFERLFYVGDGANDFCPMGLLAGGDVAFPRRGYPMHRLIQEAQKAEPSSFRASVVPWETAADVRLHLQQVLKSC
* marks the source's active call; other numbers are inactive results; · = no result given; & = joins results of further samples.

IDE cell inh	MEKK3 PB1 HTS	pCIP destab	CHRM4 PAM	IDE cell activ	CRFBP-R2 block	PHOSPHO1 inh	GalR3 antagonist	CRFR2-BP ag	structure
1	98	-3	0	3	5	26	-8	-0.1	CCC(=O)Nc1ccc(C(=O)Nc2cccnc2)cc1
-3	101	1	3	6	6	56	13*	-0.6	CCOC(=O)C[N+]1(C)CCN(C(C)=O)CC1
0	105	·	-8	2	-15	·	-6	-0.5	COc1ccccc1NC(=O)N(CCN1CCCC1)Cc1cc2cc(C)ccc2[nH]c1=O
2	108	-10	1	2	8	-17	0	0.9	CCCn1nnc(NC(=O)COc2ccc(Cl)cc2)n1
1	103	2	2	1	-3	25	-5	-0.1	COC(=O)c1ccccc1NC(=O)CN1CCCCCC1
·	·	·	1	·	-6	·	-6	0.2	CCc1nnc(NC(=O)c2cccc(S(=O)(=O)N3CCN(C)CC3)c2)s1
6	109	-2	2	-2	-11	11	2	0.8	[O-][N+]12CCN(CC1)c1ccccc12
·	88	-5	-2	-1	-16	0	0	0.1	Cc1cccc(N(CC(=O)NCc2ccc3c(c2)OCO3)C(=O)CCC(=O)Nc2ccccn2)c1C
9	99	-11	-5	1	0	25	-4	-3.5	COc1ccc(OC)c(-n2c(C)cc(C=O)c2C)c1
-5	85	-3	-4	2	-7	24	-4	-0.2	COc1ccc(C(=O)OCC(=O)NCC2CCCO2)cc1 (centres undefined)
6	101	-15	2	1	-3	3	-6	-1.3	COc1ccc(N2CCN(CCCNC(=O)Cn3c(=O)c4cccn4c4ccccc43)CC2)cc1
3	109	-10	-5	0	0	-11	-6	-0.1	Cc1ccc(S(=O)(=O)N2CCC(=O)N(CCOCc3ccc(Cl)cc3)CC2)cc1
-1	99	11	0	0	-4	-11	-1	0.7	COC(=O)C1=C(NC(=O)CCCCl)CCS1
2	·	·	13&11	5	-1	·	-6&-1	-0.2	Cc1ccc2nc(-c3cccc(SC4CCCCC4)c3)c(NC3CCCCC3)n2c1
4	·	·	0	-4	3	·	2	2.0	Cc1ccc(/C=C/C(=O)Nc2cc(S(=O)(=O)N3CCOCC3)ccc2N2CCOCC2)cc1
0	103	-11	1	7	-12	33	-10	-0.7	COc1ccc(Nc2nc(N)c([N+](=O)[O-])c(N3CCN(C)CC3)n2)cc1

Reprinted at random: 2 records from the list, in no set order.
IDE cell inh	MEKK3 PB1 HTS	pCIP destab	CHRM4 PAM	IDE cell activ	CRFBP-R2 block	PHOSPHO1 inh	GalR3 antagonist	CRFR2-BP ag	structure
0	103	-11	1	7	-12	33	-10	-0.7	COc1ccc(Nc2nc(N)c([N+](=O)[O-])c(N3CCN(C)CC3)n2)cc1
-5	85	-3	-4	2	-7	24	-4	-0.2	COc1ccc(C(=O)OCC(=O)NCC2CCCO2)cc1 (centres undefined)

Other results follow:
IDE cell inh	MEKK3 PB1 HTS	pCIP destab	CHRM4 PAM	IDE cell activ	CRFBP-R2 block	PHOSPHO1 inh	GalR3 antagonist	CRFR2-BP ag	structure
3	104	-18	6	2	0	4	0	0.6	CC1CCC(=O)N(CCSc2ccccc2)CC1 (centres undefined)
6	73	5	6	0	0	4	3	2.3	OCCN(CCO)c1nc2ccccc2[nH]1
4	105	2	-6	-4	-13	3	-4	9.7	O=C(OCc1ccccc1)c1cccc(-c2nnn(Cc3ccccc3)n2)c1
-3	100	-2	3	3	9	19	-2	-0.4	Cn1cccc1CC(=O)NNC(=O)Nc1ccc(Cl)cc1
1	101	-7	4	3	-3	11	0	1.8	O=C(NCc1ccccc1)c1n[nH]nc1-c1ccccc1O
1	98	-8	-2	4	7	23	-7	-0.8	COC(=O)Cn1ncc(N(C)Cc2ccccc2)c(Cl)c1=O
3	·	·	-4	5	14	·	-2	0.2	O=C(COC(=O)C1CCC1)NC(=O)c1ccccc1
-11	98	-3	-3	5	14	-1	-3	-1.7	CCOC(=O)N/N=C(\C)c1ccc(OC(F)F)cc1OC(F)F
-5	90	-13	5	1	-10	26	-3	3.0	O=C(NCc1ccco1)/C(=C\c1ccc(F)cc1)NC(=O)c1ccco1
-2	104	14	0	6	7	·	-9	1.4	COc1cc(C(=O)N(C)C2CCCN(Cc3ccccc3F)C2)cc(OC)c1OC (centres undefined)
·	94	-10	-1	4	4	-17	-10	0.4	O=C(NCc1ccco1)c1cccc(S(=O)(=O)N2CCCC2)c1
-1	·	·	-4	-2	-2	·	-3	-0.6	COc1ccccc1N(Cc1ccccc1)S(=O)(=O)c1cccc(C(=O)Nc2ncccc2C)c1
-2	101	2	-5	-3	-102	4	-14	41	CC(C)c1ccc(NC(=S)NC2CCN(Cc3ccccc3)CC2)cc1
2	108	-8	-8	2	0	8	-9	4.7	CCc1ccc(CN(Cc2cccnc2)C(=O)/C=C/c2ccc(OC)cc2)cc1
1	98	-6	0	3	-26	3	-1	2.9	COc1ccccc1N(CC(=O)NC1CC2CCC1C2)S(=O)(=O)c1ccc(C)cc1 (centres undefined)
-4	94	-4	9	5	1	32	-2	1.6	O=C(NCc1cccnc1)C(=O)NC1CCCCC1
0	·	·	3	3	1	·	-2	0.6	CCOc1ccc2nc(NC(=O)CN3C(=O)NC4(CCCC4)C3=O)sc2c1
3	103	3	-5	0	26	9	-4	-2.1	COc1ccc(NC(=O)c2ccc(CN3CCc4ccccc4C3)cc2)cc1OC
-4	98	-1	4	5	-27	9	-2	-0.1	C=CCN1C(=O)C(O)(CC(=O)c2c(C)n[nH]c2C)c2cc(Br)ccc21 (centres undefined)
4	134*	-8	-6	1	8	-1	-6	-1.7	COc1ccc(CCNC(=S)Nc2ccc(C(C)C)cc2)cc1
8	·	·	0	10	44	·	-5	-1.1	CC(C)CN(C(=O)CN(C)C(=O)Cc1ccc(Cl)cc1)c1c(N)n(CC(C)C)c(=O)[nH]c1=O
-1	51	4	0	2	-2	62*	-1	-0.2	O=C(Nc1cccc(F)c1)N1C2CCC1CC(O)(c1cccnc1)C2 (centres undefined)
-4	99	-7	-6	3	10	5	0	-0.5	COc1ccc(C)cc1NC(=O)C1CCN(S(=O)(=O)c2ccc3c(c2)C(C)(C)C(=O)N3C)CC1
9	·	·	-2	6	3	·	-4	-0.7	O=C(OCC1OC(Oc2ccc(O)cc2)C(O)C(O)C1O)c1ccccc1 (centres undefined)

The final three records of the part above open the next one.
IDE cell inh	MEKK3 PB1 HTS	pCIP destab	CHRM4 PAM	IDE cell activ	CRFBP-R2 block	PHOSPHO1 inh	GalR3 antagonist	CRFR2-BP ag	structure
-1	51	4	0	2	-2	62*	-1	-0.2	O=C(Nc1cccc(F)c1)N1C2CCC1CC(O)(c1cccnc1)C2 (centres undefined)
-4	99	-7	-6	3	10	5	0	-0.5	COc1ccc(C)cc1NC(=O)C1CCN(S(=O)(=O)c2ccc3c(c2)C(C)(C)C(=O)N3C)CC1
9	·	·	-2	6	3	·	-4	-0.7	O=C(OCC1OC(Oc2ccc(O)cc2)C(O)C(O)C1O)c1ccccc1 (centres undefined)
1	103	8	5	2	-1	51	-7	-1.3	COc1ccc(OCC(=O)Nc2ccc3c(c2)nc(CCN2CCCC2)n3C)cc1
5	·	-5	2	6	12	13	-3	-1.2	O=C(O)c1cc(S(=O)(=O)N2CCN(c3ccccn3)CC2)ccc1Cl
1	106	-3	-2	-2	0	12	-6	5.0	O=C(Nc1ccccc1)C1=C[C@@H](c2csc3ccccc23)C[C@@H](OCc2ccc(CO)cc2)O1
3	108	4	-9	·	-4	0	-6	1.0	O=C(CCn1cnc2ccccc21)N/N=C/C=C/c1ccccc1
37*	106	-16	3	-54	-30	-23	-2	11	CC(=O)c1sc(N/N=C\c2ccc(Br)cc2)nc1C
4	96	12	-1	·	-17	46	-6	-1.4	N=c1c2c(ncn1CCCO)Oc1ccc3ccccc3c1C2c1ccccc1 (centres undefined)
0	101	7	-1	-2	-4	-36	-3	2.6	O=C(O)c1ccc(CNC(=O)c2ccc(C(F)(F)F)cc2)cc1
3	106	-9	-2	-6	-9	-15	-12	-1.2	O=C(CC(c1ccccc1)c1ccco1)Nc1nccs1 (centres undefined)
10	113	-8	-7	1	8	7	-2	0.7	COc1ccc2c(COC(=O)CNC(=O)C34CC5CC(CC(C5)C3)C4)cc(=O)oc2c1
1	103	-5	1	-5	11	-23	-4	-0.8	O=C(O)/C(=C\c1ccccc1Cl)c1ccc(S(=O)(=O)N2CCCCC2)s1
1	100	2	-7	1	-12	-10	4	0.2	COc1ccc(S(=O)(=O)N2CCC(C(=O)NCCC3=CCCCC3)CC2)cc1OC
0	97	·	21*	7	-12	·	-2	1.7	Cc1sc2nc(CN3CCOCC3)nc(N3CCC(C(N)=O)CC3)c2c1C
0	102	3	-5	2	-5	43	-8	1.1	Cc1cc(C)cc(NC(=O)C2C3C=CC4(O3)C2C(=O)N(CCN2CCCCC2)C4C(=O)NC2CCCCC2)c1 (centres undefined)
-3	102	-4	-3	2	9	-3	-3	-0.5	Cc1ccc(-c2nnc(N3CCN(C(=O)CN4CCOCC4)CC3)c3ccccc23)cc1
-1	·	·	-5	2	-44	·	0	-2.3	Cc1cccc(C2CN(C)CCc3c2cc(O)c(O)c3Cl)c1 (centres undefined)
4	104	-14	0	3	-9	28	1	-0.3	Cc1ccn(CCC(=O)NC2CC(C)(C)Cc3c2cnn3-c2ccccc2C)n1 (centres undefined)
-3	88	-9	-2	5	17	8	-2	-2.3	COCCn1c(C)cc(C(=O)COC(=O)CNC(=O)c2ccccc2)c1C
-1	88	6	-13	4	3	48	-4	-0.1	CC(C)(C)Nc1scc(-c2ccccc2)[n+]1-c1ccccc1
5	101	15	0	-4	-13	40	-1	4.7	NC(=O)c1cc(NC(=O)c2cc(Br)c(Br)s2)cc(C(N)=O)c1
4	102	-12	-3	5	6	·	-5	1.0	C=CCn1c(COc2ccccc2)nc2ccccc21
·	94	10	8	-2	-5	·	-3	0.2	O=C(CNC(=O)C1CCCCC1)OCC(=O)c1ccc(Br)cc1
0	·	·	15	3	-3	·	-4	-0.6	O=C(NNC(=O)C1CCC1)c1ccccc1
0	89	1	-7	-3	2	16	4	2.3	CC(C)Cn1c(N)c(C(=O)COC(=O)c2ccc(Cl)cc2)c(=O)n(C)c1=O
6	102	-8	2	1	-12	-34	-9	0.6	COCCCNC(=O)CC(NS(=O)(=O)c1ccc(F)cc1)c1ccc(OC)cc1 (centres undefined)
4	101	-5	-7	0	-12	-4	-3	0.3	COc1ccc(-c2nnc3n(CCc4ccccc4)c(=O)c4ccccc4n23)cc1OC
2	100	·	-5	4	4	·	-3	-1.0	N#CCCCSc1ncccc1-c1nc2ccccc2[nH]1
·	·	·	12	·	4	·	-2	-0.9	CC(=O)c1c(O)c(C)c(O)c2c1OC1=Cc3c(c(C)nn3-c3ccccc3)C(=O)C12C (centres undefined)
0	99	-1	-4	2	-52	-9	3	-0.9	O=C(COC(=O)c1cc2ccccc2oc1=O)c1cccc([N+](=O)[O-])c1
0	101	-9	0	2	-1	14	-6	-1.5	CC(NC(=O)COC(=O)c1cccs1)c1ccccc1 (centres undefined)
-5	89	13	-1	-1	-24	51	-2	1.0	Cc1noc(C)c1CSc1nnc(-c2c[nH]c3ccccc23)n1-c1ccc(Cl)cc1
-3	99	-7	-1	6	6	44	3	-0.1	CCCOc1cccc(C2C(C(=O)c3cc4ccccc4o3)=C(O)C(=O)N2c2cc(C)on2)c1 (centres undefined)
4	101	-4	6	1	13	-5	-3	-1.0	CCOC(=O)c1ccc(NC(=O)CSc2nnc(C)n2-c2ccccc2)cc1
·	100	-17	-4	-1	-10	47	-8	-1.6	Cc1cccc(NC(=O)CC2C(=O)NCCN2C(=O)Nc2ccc(Cl)cc2)c1 (centres undefined)
9	113	17	-6	6	-3	-42	·	-1.7	Cc1ccc(Cn2c(SCCN3CCCCC3)nc3c2c(=O)[nH]c(=O)n3C)cc1
